# Screens: PubChem BioAssay, National Center for Advancing Translational Sciences (NCATS)
# Vif-APOBEC3G blk: blocks the Vif interaction with human APOBEC3G. Q9HC16. Potency, µM (highest dose often 46.1 µM), for the others: top-dose activity, negative = active, hits mostly inhibitors. 0.076% of 410,000 active. HeLa A3G-eYFP + Vif (tagged APOBEC3G with the HIV-1 protein that degrades it), YFP fluorescence, overnight. AID 602310;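 further: potency means the concentration at half of the fitted maximal effect; on the % scale 0 is the no-effect control and ±100 the full control effect; nearly all actives have a fitted effect of over 60% in size; hits raise eYFP signal because A3G escapes Vif-driven loss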
# Target sequence (Q9HC16 whole entry, looked up): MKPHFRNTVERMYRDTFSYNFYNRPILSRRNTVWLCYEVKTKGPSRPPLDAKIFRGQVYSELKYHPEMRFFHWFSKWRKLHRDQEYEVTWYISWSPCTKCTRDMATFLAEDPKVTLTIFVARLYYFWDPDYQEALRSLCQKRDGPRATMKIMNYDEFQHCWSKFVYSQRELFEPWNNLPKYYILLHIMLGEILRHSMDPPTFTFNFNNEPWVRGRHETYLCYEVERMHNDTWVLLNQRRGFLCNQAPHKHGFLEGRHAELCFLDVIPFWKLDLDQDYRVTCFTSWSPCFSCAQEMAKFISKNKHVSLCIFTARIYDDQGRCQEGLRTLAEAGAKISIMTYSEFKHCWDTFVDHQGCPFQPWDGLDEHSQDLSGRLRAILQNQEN
#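 HeLa cells stably expressing Vif and C-terminally eYFP-tagged A3G, seeded overnight at 37 deg C, then exposed to compound by pintool overnight at 37 deg C. Rise in yellow fluorescence (Ex 488/Em 500-530, Acumen) marks blocked Vif-driven A3G degradation.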
# GRP78 ERSR act: inducers of ER stress response in human glioma cells. 0.02% of 420,000 active. U87-MG GRP78 promoter luciferase reporter, 16 h. Potency, µM, for inactives: top-dose activation, hits mostly activators. AID 602332; further: potency means the concentration at half of the fitted maximal effect; series mostly up to about 76 µM; % of control where 0% means no effect; nearly all actives have a fitted effect of over 35% in size
#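 Stably transfected U87-MG glioma cells carrying a GRP78-based luciferase sensor; 16 h compound incubation. Luminescence end-point read 10 min after Bright-Glo addition at room temperature.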
# USP1-UAF1 inh: blocks the human USP1/UAF1 deubiquitinase complex | O94782 | recombinant USP1/UAF1, Ub-Rhodamine cleavage fluorescence | Potency, µM (series often up to 57.1 µM), for the others: at the highest dose activity change, negative = inhibition, usual class: inhibitors | 0.23% of 390,000 active | AID 743255; further: potency means the concentration at half of the fitted maximal effect; on the % scale 0 is the no-effect control and ±100 the full control effect; nearly all actives have a fitted effect of over 60% in size; inactives centre near -12
#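 High-throughput fluorogenic screen: 1nM USP1/UAF1 complex, Ub-Rho substrate 150nM final, 50mM HEPES pH 7.8 with 0.5mM EDTA, 0.1 mg/ml BSA, 1mM TCEP and 0.01% Tween-20.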
# RGS4 inhibitor: human RGS4 inhibition; 0.039% of 390,000 active; AID 504845; P49798; Transcreener GDP fluorescence polarization, RGS4-accelerated GTP hydrolysis; Potency, µM (highest dose often 114 µM), for inactives: top-dose activity change, negative = inhibition, most hits filed as inhibitors; further: potency means the concentration at half of the fitted maximal effect; on the % scale 0 is the no-effect control and ±100 the full control effect; nearly all actives have a fitted effect of over 75% in size; some results filed as inactive show a strong effect at the top dose
# Target sequence (P49798 whole entry, looked up): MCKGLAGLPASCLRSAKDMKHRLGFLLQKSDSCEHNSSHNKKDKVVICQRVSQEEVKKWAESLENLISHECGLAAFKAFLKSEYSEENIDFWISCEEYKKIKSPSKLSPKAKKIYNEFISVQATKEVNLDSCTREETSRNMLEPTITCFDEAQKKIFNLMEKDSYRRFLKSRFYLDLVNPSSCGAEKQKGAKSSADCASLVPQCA
#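 MLSMR compounds (23 nl, pin-transferred) preincubated 10 min at room temperature with a 500nM (2x) first reagent, then RGS4 at 900nM (2x) plus Transcreener GDP mix added; fluorescence polarization (620/688 nm) read before and after 90 min at 30 °C.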
# TrxR1 substrate: is turned over as a substrate by rat TrxR1. O89049. purified TrxR1 substrate turnover, NADPH consumption readout. Potency, µM (highest dose often 114 µM), without a hit: at the highest dose activity change, negative = substrate turnover. 0.01% of 390,000 active. AID 588456; further: potency means the concentration at half of the fitted maximal effect; on the % scale 0 is the no-effect control and ±100 the full control effect; nearly all actives have a fitted effect of over 50% in size
# Target sequence (O89049 whole entry, looked up): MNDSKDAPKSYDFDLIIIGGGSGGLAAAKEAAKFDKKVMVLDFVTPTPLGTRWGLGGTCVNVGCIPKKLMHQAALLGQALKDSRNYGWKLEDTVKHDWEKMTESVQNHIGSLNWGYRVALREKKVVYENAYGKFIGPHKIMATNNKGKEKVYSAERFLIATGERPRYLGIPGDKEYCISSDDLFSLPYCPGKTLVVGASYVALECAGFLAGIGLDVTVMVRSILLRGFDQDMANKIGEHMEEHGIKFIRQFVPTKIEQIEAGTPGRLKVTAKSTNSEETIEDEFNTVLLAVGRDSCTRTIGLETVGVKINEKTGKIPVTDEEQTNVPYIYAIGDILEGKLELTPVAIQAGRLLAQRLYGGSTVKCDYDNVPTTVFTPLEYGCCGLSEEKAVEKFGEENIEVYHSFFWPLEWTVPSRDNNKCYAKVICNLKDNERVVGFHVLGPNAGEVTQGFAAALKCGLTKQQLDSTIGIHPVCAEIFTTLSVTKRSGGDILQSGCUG
#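 Rat TrxR1, dispensed at 90 nM, was prereduced with 400 uM NADPH (final) for 5 min at ~22 deg C, then incubated with compound 15 min before 400 uM selenite. A first-read NADPH fluorescence drop versus no-compound background flagged substrates.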
# LDHA block: inhibitors of human lactate dehydrogenase A | P00338 | purified LDHA, NADH/diaphorase-resazurin fluorescence; hits give low values | activity change, % (values are at about 110 or 230 µM) | 0.15% of 480,000 active; in the data active means activity change below about -30%; inconclusive means mostly about -25% to -30%;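 further: plate controls were DMSO wells for no effect and wells without enzyme for full effect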
#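 Remaining NADH was detected by diaphorase (0.133 mg/mL) converting 37 µM resazurin to fluorescent resorufin, read at 0 and 20 minutes. The preceding 5-minute room-temperature reaction used 2 nM LDHA, 0.2 mM sodium pyruvate and 0.06 mM NADH at pH 7.4.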
# Vif-A3F inh: blocks the Vif interaction with APOBEC3F; HeLa A3F-eYFP + Vif (tagged APOBEC3F with the HIV-1 protein that degrades it), YFP fluorescence increase; Potency, µM (highest dose often 46.1 µM), for the others: top-dose activity, negative = active; 0.2% of 390,000 active; further: potency means the concentration at half of the fitted maximal effect; % of control where 0% means no effect; nearly all actives have a fitted effect of over 65% in size
#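 Fluorescence increase (Ex 488/Em 500-530) after overnight compound treatment at 37 deg C flags inhibition of Vif-driven A3F-eYFP loss in stable HeLa A3F-eYFP/Vif cells seeded overnight beforehand.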
# TrxR1 inh: inhibitors of rat thioredoxin reductase 1; O89049; recombinant rTrxR1, NADPH fluorescence consumption, selenite substrate; Potency, µM (highest dose often 114 µM), for inactives: at the highest dose activity change, negative = inhibition, most hits filed as inhibitors; 1% of 390,000 active; further: potency means the concentration at half of the fitted maximal effect; on the % scale 0 is the no-effect control and ±100 the full control effect; nearly all actives have a fitted effect of over 65% in size
#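 Rat TrxR1 (90 nM in the dispensed reagent) was pre-reduced with 400 uM NADPH for 5 min at room temperature, then incubated with compound for 15 min. After 400 uM selenite was added, NADPH fluorescence (Ex 340/Em 450 nm) was followed for 8 min.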
# mIDH1 inhibitor: blocks human mutant IDH1 R132H enzyme; O75874; IDH1-R132H enzyme, NADPH consumption, diaphorase/resazurin fluorescence; Potency, µM (titrated, usually from 76.6 µM), inactives show at the top dose activity change, negative = inhibition, actives largely listed as inhibitors; 0.093% of 390,000 active; AID 602179; further: potency means the concentration at half of the fitted maximal effect; on the % scale 0 is the no-effect control and ±100 the full control effect; nearly all actives have a fitted effect of over 65% in size
#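 IDH1-R132H (0.5 ug/mL) preincubated 30 min with compound, then NADPH (0.016 mM) and alpha-KG (2 mM) added; 80 min at RT, pH 7.5. Remaining NADPH coupled via diaphorase/resazurin to fluorescence (540/590 nm); concentration-response curves normalized to no-enzyme control.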
# Active calls of the source: *; ? = inconclusive; · = not tested or not shown; & = joins results of further samples; [ ] = another dose, or the depositor's remark. Unless noted, the call rests on the fitted dose curve; in most records, active means well fitted curve in the direction sought with a large enough effect; inconclusive means small, poorly fitted or top-dose-only effect, or another doubt; inactive means no such curve, though single readings can be large; an effect the other way counts as inactive or inconclusive. An excerpt, so the mix of outcomes need not match the whole.
# The line under a structure holds: Vif-APOBEC3G blk	GRP78 ERSR act	USP1-UAF1 inh	RGS4 inhibitor	TrxR1 substrate	LDHA block	Vif-A3F inh	TrxR1 inh	mIDH1 inhibitor
- CCN1CCN(C(c2cccs2)C(C)NC(=O)c2c(F)cccc2F)CC1 (stereo not drawn)
    4%	-3%	-5%	11%	1%	-5	-2%	11%	-2%
- COc1ccccc1CNC(=O)C(NC(=O)c1ccccc1)C(C)C (stereo not drawn)
    2%	-4%	-22%	-12%	8%	0	-6%	39%	0%
- CC1=C(C(=O)Nc2ccccc2C)C(c2cccnc2)n2nc(SCc3ccccc3)nc2N1 (stereo not drawn)
    -3%	-3%	-3%	-16%	6%[57.1 µM]	-1	4%	26%[57.1 µM]	0%
- c1ccc(-n2nnc(-c3cccnc3)n2)cc1
    -1%	2%	21%	30%	7%[57.1 µM]	3	3%	1%[57.1 µM]	-5%
- CCOC(=O)C1(CCCc2ccccc2)CCN(C(=O)c2cnn(CC)c2)CC1
    8%	-3%	-6%	29%	-5%	-3	11%	8%	-9%
- O=C(COC(=O)CSc1ccc([N+](=O)[O-])cc1)NCc1ccco1
    0%	-6%	-18%	-18%	-7%	0	-11%	?	4%
- CC(C)COc1ccc(C(=O)OCCN2CCOCC2)c(O)c1
    1%	2%	0%	-5%	12%[57.1 µM]	1	-19%	18%[57.1 µM]	4%
- O=C(NCc1ccccc1)c1cc2ccccc2o1
    -1%&-1%	2%&3%	-37%&-16%	5%&-37%	-3%&-25%[57.1 µM]	-15&0	-4%&-1%	13%&0%[57.1 µM]	-12%&1%
- COc1ccc(C2c3c(n(C)c4ccccc34)C(=O)N2CC(=O)Nc2cccc(Cl)c2)cc1 (stereo not drawn)
    -1%	-3%	-17%	-5%	-2%	-3	-13%	3%	-12%
- Cc1ccc(C2=N/C(=C\c3c(C)nn(-c4ccccc4)c3N3CCCC3)C(=O)O2)cc1
    0%	-1%	-18%	-27%	-10%	-1	3%	-4%	6%
- Cc1ccc(CN2CCC(CNC(=O)Nc3c(C)cccc3C)C2)cc1 (stereo not drawn)
    9%	-2%	-4%	32%	-8%	-13	-7%	-4%	1%
- CCCCSCCCNC(=O)c1cn(CC)c2ccc(S(=O)(=O)N3CCOCC3)cc2c1=O
    -1%&-1%	-3%&0%	-14%&-27%	3%&-3%	-6%&-5%	-1&3	9%&4%	10%&0%	1%&-4%
- Cc1ccc(-c2nnc(CSc3nnc(COc4ccccc4)n3-c3ccccc3)o2)cc1
    -4%	-2%	-25%	-11%	1%[57.1 µM]	-9	4%	5%[57.1 µM]	-7%
- O=S1(=O)c2ccccc2N(Cc2cccc(C(F)(F)F)c2)c2ccccc21
    -2%	-4%	-12%	7%	2%[57.1 µM]	-3	1%	9%[57.1 µM]	15%
- Cc1ccc(/C(N)=N/OC(=O)COc2ccc(Cl)c(C)c2)cc1
    1%	-4%	5%	14%	-15%	-7	-14%	-10%	5%
- O=Cc1ccc(Oc2nc(Cl)ncc2F)cc1
    0%	-3%	-20%	-14%	4%	1	-5%	14%	4%
- COC(=O)c1cc(-c2ccc(S(=O)(=O)N3CCCC(C)C3)cc2)c(C(F)(F)F)s1 (stereo not drawn)
    -1%	-6%	-24%	-9%	0%	1	-10%	12%	12%
- O=C(O)c1c(C(=O)O)c(-c2ccc(Br)cc2)n2c1CSC2
    -1%	-4%	-18%	15%	8%[57.1 µM]	3	-2%	-5%[57.1 µM]	-11%
- CC(=O)NC12CC3CC(C1)CC(C(=O)Nc1cccc(S(=O)(=O)N4CCCCCC4)c1)(C3)C2
    -4%	-3%	-17%	-5%	-2%	-2	-13%	9%	7%
- CC[N+]1=CN(c2ccccc2)C(C)=CC1(C)C
    1%	-4%	-21%	-22%	-1%	-7	2%	-6%	2%
- Cn1nc(C(=O)OCC(=O)Nc2ccccc2[N+](=O)[O-])c2ccccc2c1=O
    -1%	-4%	-19%	-11%	9%	1	-11%	26%	1%
- O=C(CCCN1C(=O)/C(=C/c2ccco2)SC1=S)Nc1ccccc1
    -22%	-3%	-5%	-21%	-3%	4	-9%	-34%	0%
- CC(=O)Nc1ccc(S(=O)(=O)NN=CCCc2ccccc2)cc1
    1%	-4%	-13%	-2%	7%	-2	3%	17%	1%
- CC(=O)Nc1cccc(-c2nnc(SCC(=O)c3ccc([N+](=O)[O-])cc3)o2)c1
    2%	0%	?	-26%	-6%	2	6%	-12%	1%
- CCOc1ccc(NC(=O)CN(C)C(=O)c2ccc(N3CCOCC3)c([N+](=O)[O-])c2)cc1OCC
    -2%	-2%	-9%	3%	-11%	2	-7%	12%[57.1 µM]	7%
- CCCCCOC(=O)CSc1nc2c(c(=O)[nH]c(=O)n2C)n1CCc1ccccc1
    0%	0%	-14%	-49%	10%[57.1 µM]	-4	-1%	27%	3%
- CCN(CC)C(=O)c1sc(NC(=O)c2ccc3c(c2)OCO3)c(C#N)c1C
    1%	-2%	0%	-10%	33%	2	1%	-25%	-4%
- Cc1cccc(Cn2cc3c(=O)n(CC(=O)Nc4cccc(C)c4C)nc-3c3cc(F)ccc32)c1
    0%	-5%	-19%	4%	-3%	-7	1%	2%	-9%
- O=C(O)c1ccccc1-c1nc2ccccc2c(=O)[nH]1
    -3%	0%	-5%	-4%	3%[57.1 µM]	-2	-1%	20%[57.1 µM]	-8%
- CCOc1ccc(NC(=O)Cn2c(=O)n(-c3ccccc3)c(=O)c3ccc(C(=O)NCc4ccc5c(c4)OCO5)cc32)cc1
    -18%	-8%	-10%	-9%	-3%	1	-16%	6%	-5%
- CCNC(=S)Nc1nc2c(cc1C(=O)OCC)CCCC2
    -1%	0%	-1%	13%	6%[57.1 µM]	-2	7%	-1%[57.1 µM]	12%
- Cc1cc(=O)c2c(=O)[nH][nH]c2[nH]1
    4%	-5%	-22%	·	·	3	3%	·	15%
- O=C(CCC1COc2ccccc2O1)Nc1ccc(Cl)cn1 (stereo not drawn)
    -6%	0%	-4%	-24%	2%[57.1 µM]	-1	?	-8%[57.1 µM]	-3%
- CCCCCCCCC(=O)N/N=C/c1cccc(Br)c1
    -10%	-3%	-14%	7%	6%	-5	-4%	16%	18%
- CS(=O)(=O)N(Cc1ccc(C(=O)Nc2ccccc2Sc2ccccc2)cc1)c1ccccc1
    2%	-1%	-3%	5%	9%	-6	-3%	-1%	2%
- CCOC(=O)c1c(S(=O)(=O)N2CCN(c3cccc(C(F)(F)F)c3)CC2)c(C)n(C)c1C
    -2%	3%	3%	-5%	-2%	1	2%	6%	-10%
- Cc1ccc(C)c(N(C(=O)c2nsc(Cl)c2Cl)C(C(=O)NC2CCCC2)c2ccc(O)cc2)c1 (stereo not drawn)
    -12%	-5%	-3%	-8%	0%[57.1 µM]	-4	-16%	11%[57.1 µM]	-6%
- Cc1cccc(C(=O)NN2C(=O)C3C(c4ccccc4)C=CC(c4ccccc4)C3C2=O)c1 (stereo not drawn)
    4%	-1%	-12%	-1%	15%[57.1 µM]	-2	-1%	0%[57.1 µM]	-4%
- COCCCNC(=S)NNC(=O)c1csc2ccccc12
    -2%	4%	5%	4%	-9%	-4	3%	-5%	1%
- CC[N+]1(CC(=O)c2cccs2)CCCCC1
    3%	-3%	·	·	11%[0.0914 µM]	1	·	-15%	·
- COc1ccc(C(=O)NC2CCCCCC2)cc1S(=O)(=O)N1CCCc2ccccc21
    4%	-4%	-9%	-19%	-1%	-1	0%	0%	11%
- COc1ccc(CN2CCN(Cc3cccc(F)c3)CC2)cc1OC
    2%	-3%	-1%	-1%	5%[57.1 µM]	?	10%	0%[57.1 µM]	-7%
- O=C(c1ccc(F)cc1)N1CCCC(C(=O)N2CCc3ccccc3C2)C1 (stereo not drawn)
    -3%	2%	0%	-14%	0%	-8	0%	4%	-26%
- Fc1ccc2[nH]c3c(NCc4ccco4)ncnc3c2c1
    -9%	0%	·	26%	34%	-21	·	16%	·
- CCCS(=O)(=O)c1ncc(Cl)c(C(=O)Nc2scc(-c3ccccc3)c2C(=O)OCC)n1
    ?	-10%	?	?	-1%	9	1%	4.5µM*	22%
- CCCNC(=S)NC1CC2CCCC(C1)N2Cc1ccc(F)cc1 (stereo not drawn)
    -6%	-3%	-5%	11%	4%	-2	-24%	8%	-4%
- CCC(C)c1ccc(N(CC(=O)NC(C)(C)C)C(=O)CNC(=O)c2cccs2)cc1 (stereo not drawn)
    -7%	1%	-12%	6%	16%[0.0914 µM]	-4	-24%	22%[57.1 µM]	8%
- Nc1nc(NCc2ccc(Cl)cc2Cl)c2[nH]cnc2n1
    -5%&-5%	-4%&0%	·	1%&-1%	3%&5%	0&1&0	·	22%&17%	·
- CS(=O)CSc1nc2c(cc1C#N)CCCC2 (stereo not drawn)
    0%	-3%	3%	1%	5%	-1	-9%	1%	0%
- OC1CCCCC1Sc1nc2ccccc2s1 (stereo not drawn)
    1%	4%	-5%	0%	9%[57.1 µM]	-6	7%	5%	3%
